Screening results from PubChem.
A-T KAP1 phos: candidate therapy for ataxia-telangiectasia. Potency, µM (highest dose often 57.5 µM), without a hit: at the top dose activation, most hits filed as activators. 320,000 compounds, 0.19% hits. AID 485349. […] A-T fibroblasts, KAP-1 phosphorylation AlphaLISA; neocarzinostatin DNA damage 30 min before lysis; also: potency is read from the fitted curve at half-maximal effect; % of control where 0% means no effect; nearly all actives have a fitted effect of over 45% in size
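hTERT-immortalized A-T patient fibroblasts ([…]), 500 cells/well in OPTI-MEM, 1% FBS, got compounds for 60 min, then NCS for 30 min at 37C. Lysates were then assayed for phospho-KAP-1 by AlphaLISA (anti-pKAP1 donor, anti-KAP1 acceptor beads), 6 hr at 25C.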
TCR act: T cell receptor activation; AID 504894; primary human leukocytes, anti-CD3, IL-2 HTRF, 48 h; Potency, µM (doses to about 9.22 µM), for inactives: top-dose activation of IL-2 secretion, most hits filed as activators; 330,000 tested, under 10 active; also: % of control where 0% means no effect
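Primary human leukocytes incubated 48 hr with anti-CD3 beads plus compound, without co-stimulation. Secreted IL-2 measured by HTRF (europium cryptate/d2 anti-IL-2 pair, 320 nm excitation, 665 nm emission).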
PTAP TSG101 blk: blocks PTAP/TSG101 interaction to inhibit HIV-1 budding. Q99816. Fluorescence polarization, FITC-PTAP peptide / Tsg101 binding. Potency, µM (doses to about 115 µM), inactives show at the top dose activity change, negative = inhibition, usual class: inhibitors. 340,000 tested, under 10 active. AID 493005; active = well fitted inhibition curve with a large enough effect in the main read-out, with a control signal flat, not every such curve was filed as active; inconclusive = small, poorly fitted or top-dose-only effect, or effect the other way, or a change in a side signal; inactive = no such curve, though single readings can be large or run the other way; also: potency is read from the fitted curve at half-maximal effect; % of control where 0% means no effect
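Steps: Tsg101 binding domain dispensed (10 uM final), compounds pinned in DMSO, FITC-labeled PTAP-motif peptide added (50 nM final); after 20 min binding at room temperature, polarization measured.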
a7 integrin act: activates integrin-mediated alleviation for muscular dystrophy; alpha7betagal myoblasts, beta-gal FDG fluorescence, 48 h; Potency, µM (series often up to 38.3 µM), inactives show at the highest dose activation, most hits filed as activators; 350,000 compounds, 0.064% hits; AID 624291;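 also: potency is read from the fitted curve at half-maximal effect; 100% = response of the positive control SU9516; nearly all actives have a fitted effect of over 60% in size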
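alpha7betagal+/- myoblasts (passage 13, 250/well) treated 48 h at 37C with compounds at 1:260 dilution of DMSO stock. Lysed, then beta-galactosidase activity read as FDG fluorescence (ex 480/em 540) after 30 min, with pre-read for autofluorescence.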
TSHR antag: human thyrotropin receptor antagonism | P16473 | TSHR-expressing cells, TSH-stimulated cAMP HTRF, 2 h; active compounds read low | activity change, negative = inhibition, % at 11.5 µM | 330,000 compounds, 0.2% hits | AID 504810;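 active = activity change below a set negative limit, meaning inhibition stronger than a set level, cut at about -70% in these data; inconclusive = activity change between two set negative limits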; also: % is scaled to controls: 0 for no effect and ±100 for the full control effect
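Read-out is FRET at 665 nm (cryptate excitation 337 nm) from a cryptate-tagged anti-cAMP antibody, competed by cell cAMP against cAMP-d2. Compounds are tested on freshly harvested TSHR cells challenged with 4nM TSH (EC80) for 2 hours at 37 deg C.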
MBNL1 CUG block: MBNL1-poly(CUG) RNA binding inhibition; 280,000 compounds, 0.036% hits; Potency, µM (top dose mostly 57.5 µM), for the others: top-dose activity change, negative = inhibition, hits mostly inhibitors; TR-FRET MBNL1-His/biotin-(CUG)12 binding, 665/545 ratio; Q9NR56; active = well fitted inhibition curve with a large enough effect in the signal ratio, with a control signal flat, not every such curve was filed as active; inconclusive = small, poorly fitted or top-dose-only effect, or effect the other way, or a change in a side signal; inactive = no such curve, though single readings can be large or run the other way; the % refers to the signal ratio; also: potency is read from the fitted curve at half-maximal effect; % is scaled to controls: 0 for no effect and ±100 for the full control effect
Target sequence (Q9NR56 whole entry, looked up): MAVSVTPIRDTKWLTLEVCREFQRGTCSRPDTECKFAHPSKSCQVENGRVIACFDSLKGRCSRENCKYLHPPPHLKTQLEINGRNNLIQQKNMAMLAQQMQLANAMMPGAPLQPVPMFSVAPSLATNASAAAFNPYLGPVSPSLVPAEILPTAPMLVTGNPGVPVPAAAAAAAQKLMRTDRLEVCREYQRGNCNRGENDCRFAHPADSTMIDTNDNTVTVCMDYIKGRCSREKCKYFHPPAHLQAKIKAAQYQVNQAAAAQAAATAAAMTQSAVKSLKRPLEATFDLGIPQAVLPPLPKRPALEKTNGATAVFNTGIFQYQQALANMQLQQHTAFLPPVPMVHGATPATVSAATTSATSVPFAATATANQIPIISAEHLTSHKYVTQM
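His-tagged MBNL1 binding to biotinylated (CUG)12 RNA was measured by TR-FRET using terbium anti-His antibody (0.055 ng/ul final) and streptavidin-XL665 (5 nM final). Compounds were titrated 92 nM to 58 uM; 60 min at room temperature.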
Mito fusion yeast: mitochondrial division inhibition or fusion activation. S. cerevisiae fusion-defective mutant growth rescue, CellTiterGlo 48 h. Potency, µM (highest dose often 46.1 µM), inactives show at the highest dose growth rescue (activation), actives largely listed as activators. 320,000 compounds, 0.23% hits;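 also: potency is read from the fitted curve at half-maximal effect; % of control where 0% means no effect; nearly all actives have a fitted effect of over 45% in size; temperature-sensitive fusion mutants such as fzo1-1 at 37 °C on non-fermentable ethanol glycerol medium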
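Yeast fusion mutant, YPEG (non-fermentable carbon), compound, 48 h at 37C non-permissive; CellTiterGlo added, 10 min RT, luminescence read. Rescued growth = division inhibition.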
Menin-MLL TR inh: displaces Texas Red mutant MLL peptide from human menin; O00255; Menin + Texas Red MLL mutant peptide, fluorescence polarization; Potency, µM (titrated, usually from 61.6 µM), for inactives: top-dose FP activity change, negative = inhibition, hits mostly inhibitors; 270,000 compounds, 0.23% hits; AID 1768; active = well fitted inhibition curve with a large enough effect in the polarisation, with a control signal flat, not every such curve was filed as active; inconclusive = small, poorly fitted or top-dose-only effect, or effect the other way, or a change in a side signal; inactive = no such curve, though single readings can be large or run the other way; the % refers to the polarisation; also: potency is read from the fitted curve at half-maximal effect; % of control where 0% means no effect; many of its hits are not listed in these tables
ASM inhibitor: blocks human secretory acid sphingomyelinase; P17405; placental ASM, HMU-PC fluorogenic substrate, 60 min; Potency, µM (doses to about 57.5 µM), without a hit: at the highest dose activity change, negative = inhibition, hits mostly inhibitors; 340,000 compounds, 0.006% hits; AID 504937; also: potency is read from the fitted curve at half-maximal effect
Target sequence (P17405 47-631 limits assumed): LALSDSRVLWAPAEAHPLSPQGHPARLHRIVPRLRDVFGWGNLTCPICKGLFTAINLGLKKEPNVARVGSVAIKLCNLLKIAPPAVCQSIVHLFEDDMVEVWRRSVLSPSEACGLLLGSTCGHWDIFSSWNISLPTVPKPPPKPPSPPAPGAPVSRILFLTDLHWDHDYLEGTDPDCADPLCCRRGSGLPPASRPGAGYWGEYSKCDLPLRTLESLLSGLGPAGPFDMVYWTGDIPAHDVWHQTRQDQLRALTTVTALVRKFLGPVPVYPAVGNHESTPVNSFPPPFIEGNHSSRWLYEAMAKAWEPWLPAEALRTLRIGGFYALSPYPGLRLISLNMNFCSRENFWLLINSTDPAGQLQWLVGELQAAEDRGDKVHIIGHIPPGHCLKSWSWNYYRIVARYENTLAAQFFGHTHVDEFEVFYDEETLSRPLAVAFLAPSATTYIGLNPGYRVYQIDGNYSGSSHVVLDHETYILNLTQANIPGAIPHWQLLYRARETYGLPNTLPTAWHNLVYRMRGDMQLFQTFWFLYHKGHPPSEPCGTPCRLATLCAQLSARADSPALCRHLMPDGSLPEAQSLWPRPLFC
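Fluorogenic HMU-PC substrate (9 uM final) is turned over by placental ASM in 60 min at 37 C after a 10 min compound preincubation. Reaction ended by alkaline stop (pH 10), with fluorescence read at 386/447 nm.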
MLL CXXC-DNA inh: blocks binding of human MLL CXXC domain to DNA; Q03164; MLL-CXXC / FITC-HOXA9 DNA fluorescence polarization; Potency, µM (titrated, usually from 115 µM), without a hit: at the top dose activity change, negative = inhibition, hits mostly inhibitors; 290,000 compounds, 0.037% hits; AID 2662; active = well fitted inhibition curve with a large enough effect in the polarisation, with a control signal flat, not every such curve was filed as active; inconclusive = small, poorly fitted or top-dose-only effect, or effect the other way, or a change in a side signal; inactive = no such curve, though single readings can be large or run the other way; the % refers to the polarisation; also: potency is read from the fitted curve at half-maximal effect
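Steps: dispense CXXC domain solution (7 uM) → pin compounds or unlabeled HOX-A9 DNA control → 5 min ambient → add FLSN-HOX-A9 solution (50 nM) → spin → 30 min ambient → fluorescence polarization. Tris pH 7.5/NaCl/DTT/BSA buffer.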
The depositor's hits bear a star; u = inconclusive; x = no result given; [ ] = remark or other dose. Unless noted, calls follow the shape of the dose curve; as a rule, active = well fitted curve in the direction sought with a large enough effect; inconclusive = small, poorly fitted or top-dose-only effect, or another doubt; inactive = no such curve, though single readings can be large; an effect the other way counts as inactive or inconclusive. A portion of the library. The share of hits here may be higher or lower than overall.

Under each structure: A-T KAP1 phos	TCR act	PTAP TSG101 blk	a7 integrin act	TSHR antag	MBNL1 CUG block	Mito fusion yeast	Menin-MLL TR inh	ASM inhibitor	MLL CXXC-DNA inh
N=C1C(c2nc3ccccc3s2)=C(O)CN1NC(=O)c1ccc([N+](=O)[O-])cc1
  -2%	3%	-1%	-29%	-1	-29%	9%	u	0%	u
Cc1sc2ncnc(NCCCO)c2c1C
  21%	-3%	-5%	8%	-10	6%	-2%	-3%[11.7 µM]	-2%	-9%
CCC(=O)c1ccc(OCC(=O)OCC(=O)Nc2ccc3c(c2)OCCO3)cc1
  8%	1%[46.1 µM]	-3%	6%	-4	x	x	x	-4%	x
Cc1ccc2[nH]c(-c3cccc(N)c3)cc2c1
  8%	-2%	-8%	4%	2	2%	-4%	u	-10%	3%
COc1ccccc1/C=C/C=N\N1CCN(Cc2ccccc2Cl)CC1
  -2%	0%	0%	-50%[inhibitor]	-19	x	4%	-6%	-1%	4%
N#Cc1c(-c2ccc(Cl)cc2)n(O)c2ccccc12
  x	-5%	0%	-44%	x	x	x	x	-16%	x
OC(COc1ccccc1)CN1CCC(Cc2ccccc2)CC1 (stereo not drawn)
  2%	-22%	-4%	-27%	-4	-4%	-11%	-20%	-4%	9%
CCC(NC(=O)CCc1c(C)c2cc3c4c(oc3cc2oc1=O)CCCC4)C(=O)O (stereo not drawn)
  -3%	8%	-1%	u	-6	-2%	7%	-16%	141%[activator]	2%
Cc1ccccc1OCC1CNC(=O)O1 (stereo not drawn)
  4%	1%	-3%	-2%	-5	-3%	5%	9%	-1%	-16%
CCCn1nnc(NC(=O)c2ccccc2Br)n1
  6%	-5%	-3%	8%	-2	-2%	-6%	2%	2%	-4%
Cc1ccc(-c2ccc(/C=N/NC(=O)CN3CCOCC3)o2)cc1[N+](=O)[O-]
  -1%	-8%	-4%	-10%	-1	x	-7%	-25%	-2%	6%
CC(C)(C)c1ccc(C(=O)Nc2ccc(S(=O)(=O)Nc3cnc4ccccc4n3)cc2)cc1
  -3%	-4%	-10%	-6%	-13	1%	12%	u	102%[activator]	-2%
COc1cc(/C=N/N2CCN(C3c4ccccc4-c4ccccc43)CC2)cc(OC)c1OC
  -2%	-8%[46.1 µM]	0%	8%	-6	-6%	12%	13%	-5%	-3%
Nc1cccc(NC(=O)c2ccco2)c1
  2%	1%	-11%	-8%	26	0%	1%	-1%	1%	1%
COc1ccccc1NC(=S)NC(=O)c1ccc(Cn2cc(Br)cn2)cc1
  -2%	0%[46.1 µM]	0%	-26%	-10	-26%	-7%	u	-3%	9%
CCCSc1ncnc2[nH]ncc12
  x	5%	-6%	0%	x	x	x	x	3%	x
Cc1ccc2c(C)c(C(=O)Nc3ccc(S(N)(=O)=O)cc3)oc2c1C
  1%	-4%	3%	34%	-2	18%	2%	28%	3%	7%
O=C(CSc1nc2[nH]ncc2c(=O)[nH]1)c1ccc(Cl)cc1
  -2%	x	x	x	-9	16%	-2%	-11%	x	7%
CCOc1ccccc1N1CCN(C(=O)c2ccccc2OCc2c(C)noc2C)CC1
  -4%	x	-10%	23%	-23	x	0%	x	1%	x
O=C(NC1CCCC1)C(c1ccc(Cl)cc1)N1CCOCC1 (stereo not drawn)
  8%	8%	-2%	0%	3	-12%	1%	-3%	2%	-2%
CCOC(=O)c1c(NC(=O)COC(=O)c2ccc(O)cc2)sc(C(=O)N(C)C)c1C
  -5%	-4%	-1%	-47%[inhibitor]	-16	39%[activator]	-1%	6%	-4%	9%
Cc1ccc(-c2[nH]ncc2CNCCc2cnn(-c3ccccc3)c2)cc1C
  30%	3%	0%	-76%[inhibitor]	-11	-14%	0%	x	-3%	3%
CCOc1ccc(S(=O)(=O)N2CCC(C(=O)NCc3ccncc3)CC2)cc1
  -2%	1%	x	4%	9	2%	0%	11%	3%	-11%
Cc1ccc([N+](=O)[O-])cc1N/C=C/C(=O)c1ccco1
  5%	-2%	-7%	-19%	16	u	5%	-6%	0%	8%
COc1ccc(C(=O)c2coc3c2C(=O)C(=O)c2ccccc2-3)cc1
  -9%	0%	-2%	-39%	-18	u	-16%	x	-5%	3%
CCCn1c2ccccc2c2cnn(CC(=O)NCCCN3CCCC(C)C3)c(=O)c21 (stereo not drawn)
  -18%	-5%	-1%	-41%	22	-1%	6%	x	-1%	5%
NC(=O)C1CCN(C(=O)CN(c2ccc3c(c2)OCCO3)S(=O)(=O)c2ccccc2)CC1
  6%	5%	0%	7%	2	x	0%	x	5%	x
O=C(C1CCCCC1)N1CCN(c2nc(-c3ccc(F)cc3)cs2)CC1
  6%	0%	1%	29%	-18	2%	12%	-1%	-2%	-1%
CCOc1cc(C(=O)N2CCCC2)cc(OCC)c1OCC
  4%	-4%	1%	-3%	7	7%	-2%	-22%	7%	4%
COCc1nnc(NC(=O)c2sc3ccccc3c2Cl)s1
  -3%	-2%	-9%	11%	-13	23%	8%	15%	-1%	-3%
Cc1nnsc1C(=O)NC(C)c1ccccc1 (stereo not drawn)
  0%	3%	-1%	-11%	-6	-6%	7%	11%	-2%	-1%
CC(=O)Nc1ccc(S(=O)(=O)NC(C)C(=O)NCC(c2ccco2)N2CCCCC2)cc1 (stereo not drawn)
  -4%	6%	-2%	23%	10	x	-2%	x	5%	x
C=C(C)Cn1c(CCCNC(=O)C(C)(C)C)nc2ccccc21
  2%	-2%[46.1 µM]	-6%	-25%	27	8%	3%	-11%	-1%	-7%
Cc1ccc(NC(=O)CCSc2ccccn2)cc1
  19%	-4%[46.1 µM]	-4%	16%	1	-15%	4%	1%	6%	3%
CCOC(=O)Nc1ccc2c(c1)Cc1cc([N+](=O)[O-])ccc1-2
  x	2%	0%	-24%	x	x	x	x	-2%	x
COc1cc([N+](=O)[O-])cc(/C=N/NC(=O)Cn2nc(C)cc2C)c1O
  -30%	-5%	2%	-14%	-1	u	-1%	x	-2%	17%
CCC(C)c1ccccc1N1CC(C(=O)N(C)CC(=O)Nc2cccc(F)c2)CC1=O (stereo not drawn)
  1%	0%	-4%	-6%	23	x	-3%	x	-1%	x
COc1ccc(C(=O)CSc2nnc(-c3cccnc3)n2Cc2ccco2)cc1
  -10%	-8%	-7%	-20%	-11	3%	6%	-1%	0%	10%
Cc1ccc(CNC(=O)Cc2cn(C)c3ccccc23)cc1
  12%	9%	-7%	-7%	7	-3%	1%	-15%	-2%	-1%
O=C(NCc1ccco1)c1sc(=S)n2c1[nH]c(=O)c1ccccc12
  -5%	5%	-11%	-11%[7.66 µM]	u	12%	-12%	u	0%	11%
Fc1cccc(-n2ncc(-c3nnnn3-c3ccccc3)c2C(F)(F)F)c1
  2%	3%[46.1 µM]	-4%	19%	-25	-15%	15%	16%	-1%	3%
C=CCn1c(CCC(=O)Nc2ccc(C)c(Cl)c2)nnc1SCC(=O)Nc1ccccc1C
  -7%	-2%	-4%	0%	-4	3%	-9%	10%	-7%	1%

Molecules above with bromine:
Under each structure: A-T KAP1 phos	TCR act	PTAP TSG101 blk	a7 integrin act	TSHR antag	MBNL1 CUG block	Mito fusion yeast	Menin-MLL TR inh	ASM inhibitor	MLL CXXC-DNA inh
CCCn1nnc(NC(=O)c2ccccc2Br)n1
  6%	-5%	-3%	8%	-2	-2%	-6%	2%	2%	-4%
COc1ccccc1NC(=S)NC(=O)c1ccc(Cn2cc(Br)cn2)cc1
  -2%	0%[46.1 µM]	0%	-26%	-10	-26%	-7%	u	-3%	9%
